CHRM1 agonist: human M1 muscarinic receptor agonists, primary screen, Fluo-8 calcium fluorescence, CHO-K1 cells, HTS | CHO-K1 hM1, agonist mode; 0% DMSO, 100% acetylcholine EC100 | activation, % at 3 µM | actives 0.33% (n = 360,000) | AID 588814, 2011;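 active = activation above the run's mean compound activation plus 3 SD, cut at about 16% in these data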;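 also: peak over basal fluorescence ratio within a 140 s kinetic read after compound addition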
M1 PAM: human M1 muscarinic receptor positive allosteric modulators, primary screen, CHO-K1 cells, Fluo-8 calcium fluorescence, 1536-well; Muscarinic acetylcholine receptor M1 (Homo sapiens), P11229; CHO-K1 hM1, ACh EC20; 0% = ACh EC20, 100% = maximal ACh; activation, % at 3 µM; actives 0.088% (n = 360,000); AID 588819, 2011; in the data active = activation above about 19%, passing the limit was not always enough
OXTR potentiator: human OXTR potentiators, primary screen, fluorescence, CHO-OTR cells, Fluo-8 calcium; Oxytocin receptor (Homo sapiens), P30559; Fluo-8 calcium fluorescence, potentiator mode; 0% = oxytocin EC15, 100% = EC100; activation, % at 3 µM; actives 0.061% (n = 320,000); AID 2445, 2010;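 active = activation above that plate's cutoff, the mean activation of tested compounds plus 3 SD, cut at about 6.6% in these data, passing the limit was not always enough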;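 also: 100% uses oxytocin at 75 nM as the full agonist control; some results filed as inactive read as strong as hits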
Target sequence (P30559 whole entry, looked up): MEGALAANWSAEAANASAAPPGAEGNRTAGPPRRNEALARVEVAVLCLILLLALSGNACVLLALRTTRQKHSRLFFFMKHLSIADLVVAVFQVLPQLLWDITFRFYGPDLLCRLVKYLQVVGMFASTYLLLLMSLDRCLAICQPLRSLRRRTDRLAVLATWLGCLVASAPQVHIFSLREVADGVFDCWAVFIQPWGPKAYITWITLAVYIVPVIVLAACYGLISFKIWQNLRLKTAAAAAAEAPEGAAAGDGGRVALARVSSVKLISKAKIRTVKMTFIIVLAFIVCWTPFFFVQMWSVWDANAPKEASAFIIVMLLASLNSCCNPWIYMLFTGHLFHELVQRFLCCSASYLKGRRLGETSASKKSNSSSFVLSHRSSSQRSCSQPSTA
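Material: CHO-OTR cells, human receptor; compound dosing: single dose, 3.0 µM nominal final compound concentration; schedule: 6 min compound pre-incubation at room temperature, 100 s kinetic read; measured by: kinetic Fluo-8 calcium fluorescence; read-out basis: % activation vs EC15 and EC100 oxytocin; controls: EC15 oxytocin alone as 0%, 75 nM oxytocin as 100%; replicates: singlicate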
TAAR1 agonist: human TAAR1 agonists, primary screen, Fluo-8 calcium fluorescence, CHO RD-HGA16 cells; vehicle wells 0%, saturating PEA agonist 100%; AID 624467, 2012; Trace amine-associated receptor 1 (Homo sapiens), Q96RJ0; actives 0.99% (n = 360,000); activation, % at 3 µM;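 active = activation above the mean activation of all test compounds in the run plus 3 SD, cut at about 38% in these data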
Target sequence (Q96RJ0 whole entry, looked up): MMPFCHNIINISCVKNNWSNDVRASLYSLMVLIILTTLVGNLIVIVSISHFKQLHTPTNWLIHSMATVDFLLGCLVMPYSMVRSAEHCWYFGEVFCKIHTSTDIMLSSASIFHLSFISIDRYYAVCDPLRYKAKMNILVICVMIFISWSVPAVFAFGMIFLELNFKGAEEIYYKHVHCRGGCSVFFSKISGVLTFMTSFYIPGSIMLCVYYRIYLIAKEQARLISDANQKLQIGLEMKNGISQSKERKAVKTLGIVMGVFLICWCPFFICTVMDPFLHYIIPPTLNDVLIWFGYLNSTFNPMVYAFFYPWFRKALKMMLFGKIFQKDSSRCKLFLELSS
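Assay system – CHO-derived RD-HGA16 cells with stable Gα16 and human TAAR1 · Compound dosing – one-point dosing at 3 µM (nominal) · Incubation – 17-24 h seeding, 75 min 37 °C dye, 30 min RT · Measured by – kinetic Fluo-8 calcium fluorescence · Control set – DMSO vehicle as 0%, PEA at EC100 as 100% · Repeats – single well for each compound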
V1R ag counter: agonists of human V1a receptor, primary screen, counter-screen for OXTR agonist project, fluorescence, CHO-V1R cells. Fluo-8 calcium fluorescence, agonist mode; 0% DMSO, 100% 3 nM vasopressin. activation, % at 3 µM. actives 0.25% (n = 320,000). AID 2797, 2010;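 active = activation above the mean activation of all tested compounds plus 3 SD, per screening run, cut at about 20% in these data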;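 also: signal is peak over basal fluorescence ratio across a 100 second FLIPR read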
CHRM1 antagonist: human M1 muscarinic receptor antagonists, primary screen, CHO-K1 cells, Fluo-8 calcium fluorescence, 1536-well | CHO-K1 hM1, ACh EC80 antagonist | inhibition, % at 3 µM | actives 1.3% (n = 360,000);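 active = percent inhibition above its own plate's cutoff, namely the mean of that plate's compound wells plus 3 SD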;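 also: peak over basal fluorescence ratio during 140 s after agonist addition; 0% = ACh EC80 plus DMSO and 100% = DMSO alone without agonist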
TAAR1 antagonist: human TAAR1 antagonists, primary screen, Fluo-8 calcium fluorescence, CHO RD-HGA16 cells. inhibition, % at 3 µM. AID 624466, 2012. actives 1.5% (n = 360,000). antagonist;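 active = inhibition above a per-plate cutoff, the mean inhibition of test compounds on that plate plus 3 SD, cut at about 49% in these data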;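 also: 0% = DMSO plus EC80 beta-PEA response and 100% = DMSO alone without agonist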
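System: RD-HGA16 CHO cells with stable hTAAR1 and Gα16 | Probe or stimulus: EC80 β-phenethylamine stimulus | Dosing: 3 µM, single point | Times: Dye loading 75 min at 37 °C, then 30 min room temperature | Measured by: Fluo-8 calcium-sensitive fluorescence | Read-out basis: % inhibition of agonist calcium response | Replicates: n of 1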
OXTR ag: human OXTR agonists, primary screen, fluorescence, CHO-OTR cells, Fluo-8 calcium; AID 2435, 2010; Fluo-8 calcium fluorescence; normalized: DMSO 0%, oxytocin 100%; activation, % at 3 µM; Oxytocin receptor (Homo sapiens), P30559; actives 0.32% (n = 320,000);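 active = activation above the mean of all tested compounds plus 3 SD, cutoff set per screening run, cut at about 20% in these data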;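 also: peak over basal fluorescence ratio from a 100 s FLIPR kinetic read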
CHO parental Ca: ATP-evoked calcium signal inhibitors, parental CHO, primary screen, counter-screen for OX1R antagonist project, cell-based, fluorescence, Fluo-8 calcium dye. actives 0.63% (n = 330,000). parental CHO-K1, ATP-induced calcium, Fluo-8 fluorescence. AID 463079, 2010. inhibition, % at 5.6 µM;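 active = inhibition above that plate's mean sample inhibition plus 3 SD, cut at about 26% in these data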;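 also: 0% = ATP-challenged DMSO wells and 100% = DMSO wells without ATP; some compounds past the cut are filed as inactive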
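Material: parental CHO cells / Compound: single nominal dose of 5.6 µM per compound / Signal: Fluo-8 fluorescence / Replicates: singlicate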
Starred values were filed as active, the others as inactive; / = no result given.

SMILES	CHRM1 agonist	M1 PAM	OXTR potentiator	TAAR1 agonist	V1R ag counter	CHRM1 antagonist	TAAR1 antagonist	OXTR ag	CHO parental Ca
Cc1ccc(CSCC(=O)Nc2ccccc2C(=O)O)cc1	0	1	-9	2	-0.8	9	-28	-2.2	-8
O=C(Nc1ccccc1O)C(c1ccccc1)c1ccccc1	-6	-14	-25	5	8.2	27	35	7.7	67*
CCN(CCn1cccn1)C(=O)CCc1nnc(CCc2ccccc2OC)o1	-6	11	-9	5	0.3	-6	-10	0.0	-3
O=C(Nc1cc([N+](=O)[O-])ccc1Cl)c1ccc2c(c1)OCO2	-5	14	6	4	0.8	-12	11	0.7	-6
COc1ccc2nc(NC(=O)CSC(C)C(=O)Nc3cc(C)on3)sc2c1 (stereo not drawn)	-5	4	-11	2	0.0	0	-8	-1.4	-27
COc1ccc(C2CC(c3ccccc3)=NN2c2ccc(C(N)=O)cc2)cc1 (stereo not drawn)	-3	3	2	19	0.6	-2	23	-0.2	-32
O=C(CNC(=O)c1ccco1)OCC(=O)c1ccccc1Cl	-6	10	1	8	1.6	-8	-1	1.4	2
C=CCC[C@@H](Cc1ccc(F)cc1)C(=O)OC[C@H](Cc1c[nH]c2ccccc12)NC(=O)[C@@H](CC=C)CC(=O)N[C@@H](CO)Cc1ccccc1	-6	3	-7	5	2.1	1	21	2.7	-15
Cc1onc(-c2c(F)cccc2Cl)c1C(=O)N1CCSCC1	-1	6	-7	0	0.1	-3	-1	0.2	-2
COc1ccc(NC(=O)COc2cccc(-n3cnnn3)c2)cc1Cl	-3	5	-6	4	0.9	-6	-13	1.6	-6
COc1ccc(OC(C)C(=O)NCCC2=CCCCC2)cc1 (stereo not drawn)	-13	4	-5	8	-0.7	-9	-8	-2.9	-25
Cc1sc(NC(=O)CSC2=NCCS2)nc1-c1ccccc1	-4	-2	-18	11	0.0	-24	14	-1.4	-1
COCC1CCCCN1C(=O)c1cc(COc2ccc3ncccc3c2)on1 (stereo not drawn)	6	-16	-23	6	8.8	55*	15	15	47*
Cc1ccc(C(=O)COC(=O)COc2ccccc2[N+](=O)[O-])s1	-4	12	3	2	0.5	-11	-23	-1.2	-16
COc1ccccc1-n1cc([C@@H]2C[C@H]3CN(c4ccccc4)C(=O)[C@]34CCCN24)cn1	-10	-24	1	11	2.2	21	-12	-0.2	-7
Cc1cc(C(=O)NNC(=O)c2ccc(C(F)(F)F)cc2)no1	-3	-10	-5	2	-0.7	19	-19	2.0	3
COc1cc(C(=O)OCC(=O)NCc2ccco2)cc(OC)c1OC	-3	5	-6	3	-0.1	-17	-13	0.0	-14
CCC(C)NC(=O)c1cn(CC)c2cc(N3CCN(C)CC3)c(F)cc2c1=O (stereo not drawn)	-8	8	-17	2	-1.6	-9	-12	1.5	1
O=C(O)c1ccc(NC(=S)NC2CCCCC2)cc1	-7	14	-2	2	0.0	-9	-6	-0.3	-7
FC(F)Oc1ccc(/C=N/N2CCCCC2)c(OC(F)F)c1	/	/	-4	/	0.2	/	/	-2.5	1
O=S(=O)(c1cnc[nH]1)N1CCCCCC1	-2	6	-7	8	1.3	-18	-18	0.0	1
Cc1occc1-c1nnc(SCC(=O)N(C)c2ccccc2)o1	-3	5	/	1	/	-10	-34	/	/
CC1CCCCN1S(=O)(=O)c1ccc(C(=O)Nc2ccccc2-c2nc3ccccc3[nH]2)cc1 (stereo not drawn)	-5	1	5	0	0.8	2	35	0.8	-17
O=C(NCc1ccc2c(c1)OCO2)C1CCCN1S(=O)(=O)c1ccc(F)cc1 (stereo not drawn)	-2	-5	3	-1	0.0	17	-18	-0.2	-15
O=C1CCN(CCc2ccccc2)CCN1CCOc1ccccc1	-5	17	4	20	0.9	-21	-4	0.4	-19
Other records
SMILES	CHRM1 agonist	M1 PAM	OXTR potentiator	TAAR1 agonist	V1R ag counter	CHRM1 antagonist	TAAR1 antagonist	OXTR ag	CHO parental Ca
CNC(=O)CSc1nc2[nH]ncc2c(=O)[nH]1	-8	7	-7	4	1.0	-5	4	0.2	1
CC1CCCN(C(=O)CN(c2ccccc2)S(=O)(=O)c2ccc(F)cc2)C1 (stereo not drawn)	-7	-1	-8	-2	-0.9	1	-9	-2.6	-16
CC(C)NS(=O)(=O)c1ccc(CCC(=O)N2CCC(C(N)=O)CC2)cc1	-1	-7	-1	0	0.3	-2	-1	1.6	-16
CCCCn1c(NC(=O)c2ccccc2)nc2ccccc21	-8	-5	-2	9	-1.4	6	10	-2.1	-37
COC(=O)c1ccc(OC)c(OC2CCCC2)c1	-4	3	-2	-2	0.0	-10	1	-3.0	-4
Cc1ccc(NC(=O)C(C)OC(=O)c2ccc(Cl)nc2)cc1S(=O)(=O)N1CCOCC1 (stereo not drawn)	-4	5	-12	1	-0.9	-3	22	-0.9	-5
O=C(Cn1cnc2sc(-c3ccccc3)cc2c1=O)NCc1ccccc1	-3	7	-4	2	-0.1	-17	-22	0.6	-10
CNC(=S)N1CCC(NC(=O)C23CC4CC(CC(C4)C2)C3)CC1	-7	0	-5	2	1.5	-3	-11	0.8	-16
Cc1ccc(C)c(N2N=C(C(=O)Nc3ccc(N4CCOCC4)cc3)CCC2=O)c1	-1	4	/	3	/	-17	-24	/	/
COc1ccc(/C=N/NC(=O)CN2CCS(=O)(=O)CC2)cc1	-2	-5	-8	6	0.6	-4	7	1.2	10
NNC(=O)CNC(=O)c1ccccc1F	-3	5	-1	16	0.1	-31	-3	-0.6	-13
Cc1ccccc1OCc1ccc(C(=O)N2CC(C)OC(C)C2)o1 (stereo not drawn)	-1	8	-5	-1	0.9	-2	-4	-0.2	3
COc1cccc(CC(NC(C)=O)C(=O)NC2CCN(C(=O)c3ccc(Cl)cc3)CC2)c1 (stereo not drawn)	-4	7	/	1	/	-5	9	/	/
O=C(NCCCn1ccnc1)c1cn(-c2ccccc2)nc1-c1ccccc1	-8	4	-4	-2	0.6	3	19	0.3	-4
CCCc1c(O)nc(SC2CC(=O)N(c3cc(OC)ccc3OC)C2=O)[nH]c1=O (stereo not drawn)	-3	5	-8	1	-0.3	-1	-1	0.4	-4
Cc1csc(-c2cc(C(=O)NCc3ccc(F)cc3)n[nH]2)c1	0	9	/	2	/	-16	8	/	/
Cc1cccc(C)c1NC(=O)c1cccc2c1C(=O)N(C1CCCCC1)C2	0	7	-12	/	-0.9	-6	/	-2.4	9
Cc1cc(N/C=C/C(=O)c2ccc(Br)cc2)no1	-2	9	-1	7	0.5	-2	5	-0.2	-11
Cn1cnnc1Sc1ccc(C(=O)OCC(=O)Nc2ccccc2)cc1[N+](=O)[O-]	-10	6	-12	-1	-0.3	0	0	-0.3	-13
Cc1ccccc1Nc1nc(N)nc(CN2CCN(c3ccccn3)CC2)n1	-6	3	-13	4	-0.2	-30	-8	-1.9	-24
COc1cc(C(=O)Nc2cccc(-c3nc4cc(C)ccc4o3)c2)cc(OC)c1OC	-5	-9	4	8	1.9	10	22	0.8	-16
COc1cccc(CN(C)C(=O)CC[C@H]2O[C@@H](n3ccc(=O)[nH]c3=O)[C@H](O)[C@@H]2O)c1	-3	5	/	0	/	-30	-5	/	/
O=C(N/N=C/c1cccc(F)c1)c1csc2c1CCCC2	-1	5	-13	6	-1.2	-48	35	-2.9	-15
Cc1noc(C)c1COc1ccc(C(=O)OCC(=O)NC2CCCCC2C)cc1 (stereo not drawn)	-1	-4	-25	7	5.8	4	-4	9.6	7
COc1ccc(N=c2oc3cc(O)ccc3cc2C(=O)NCC2CCCO2)cc1 (stereo not drawn)	-5	6	-5	11	0.6	-6	15	0.7	-2
(continued)
SMILES	CHRM1 agonist	M1 PAM	OXTR potentiator	TAAR1 agonist	V1R ag counter	CHRM1 antagonist	TAAR1 antagonist	OXTR ag	CHO parental Ca
Cc1nnc(NC(=O)c2ccc(S(=O)(=O)N(C)Cc3ccccc3)cc2)o1	1	0	-6	/	0.5	2	/	0.2	-1
Cc1onc(-c2ccccc2)c1-c1ccnc(N)n1	-3	8	-8	1	0.8	-12	-21	-0.6	-11
CC(=O)Nc1cccc(C(=O)OC(C(=O)c2ccc(C)cc2)c2ccccc2)c1 (stereo not drawn)	-3	0	-3	4	1.2	12	4	0.2	-1
CCCCNC(=O)COC(=O)c1c2c(nc3ccccc13)/C(=C/c1cccs1)CC2	-6	-1	-7	-1	-0.3	3	3	-1.2	-3
COc1ccc(NC(=O)NCCN2C(=O)C3C4C=CC(C4)C3C2=O)cc1 (stereo not drawn)	-1	-1	-4	1	0.8	-3	-5	0.0	-9
CCC(CC)C(=O)Nc1c(C)n(C)n(-c2ccccc2)c1=O	5	19	-1	11	0.4	-27	-10	0.5	-4
Cc1ccc(NC(=S)N/N=C/c2ccc(OCCC(C)C)cc2)c(C)c1	-6	-2	-3	3	0.0	-4	-6	-1.1	-15
O=C(OC1CCc2ccccc2C1=O)c1ccccc1O (stereo not drawn)	-5	0	-15	15	-1.3	-11	3	-1.8	-8
CCOC(=O)C1CCN(c2ncnc3c2cnn3-c2ccc(Cl)cc2)CC1	3	5	-5	-1	-0.3	-10	-3	-1.3	-1
COc1ccc(CC(N)c2csc(NC(=O)c3ccccc3)n2)cc1 (stereo not drawn)	5	14	/	15	/	-12	13	/	/

An excerpt of these results, with values under each structure:
Under each structure – CHRM1 agonist | M1 PAM | OXTR potentiator | TAAR1 agonist | V1R ag counter | CHRM1 antagonist | TAAR1 antagonist | OXTR ag | CHO parental Ca
> CCCCNC(=O)COC(=O)c1c2c(nc3ccccc13)/C(=C/c1cccs1)CC2
    -6 | -1 | -7 | -1 | -0.3 | 3 | 3 | -1.2 | -3
> Cc1nnc(NC(=O)c2ccc(S(=O)(=O)N(C)Cc3ccccc3)cc2)o1
    1 | 0 | -6 | / | 0.5 | 2 | / | 0.2 | -1
> CCOC(=O)C1CCN(c2ncnc3c2cnn3-c2ccc(Cl)cc2)CC1
    3 | 5 | -5 | -1 | -0.3 | -10 | -3 | -1.3 | -1
> O=C(OC1CCc2ccccc2C1=O)c1ccccc1O (stereo not drawn)
    -5 | 0 | -15 | 15 | -1.3 | -11 | 3 | -1.8 | -8
> COc1ccc(CC(N)c2csc(NC(=O)c3ccccc3)n2)cc1 (stereo not drawn)
    5 | 14 | / | 15 | / | -12 | 13 | / | /
